Screening data as filed in PubChem.
KOR beta-arrestin-1: kappa opioid receptor blockers – cell-based, luminescence, uHTS (AID 1778) | KOR beta-arrestin recruitment, luminescence, antagonist mode; higher % means a stronger effect | 290,000 compounds, 0.091% hits | inhibition, % at 10 µM, or IC50 in µM where a hit was titrated; in the data active = inhibition above about 50%; also: strong numbers were not always called active
SIAH1 antagonists: Siah-1 peptide-binding antagonists, primary screen, biochemical, fluorescence polarization, rhodamine-plectin, uHTS (AID 1817); displacement, % at 20 µM, or IC50 in µM where a hit was titrated; Siah-1 / rhodamine-plectin peptide fluorescence polarization; higher % means a stronger effect; 290,000 compounds, 0.02% hits;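 active = displacement of at least 50% at 20 µM, with a fluorescence ratio check between 0.3 and a set limit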;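 also: plate controls were Siah plus tracer with DMSO for no effect and tracer alone without Siah for full effect; strong numbers were not always called active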
HIV peptide binding: inhibitors of HIV fusion peptide binding, primary screen, biochemical, uHTS, fluorescence dequenching (AID 1986). 290,000 compounds, 0.3% hits. one-dose inhibition, % at 20 µM; IC50 in µM for titrated hits. cell-free peptide binding, fluorescence dequenching, 30 min; higher % means a stronger effect; in the data active = inhibition mostly above about 52%, no sharp cut-off; inactive = mostly below about 76%; also: some results filed as inactive read as strong as hits
NOD1 inhibition: inhibition of NOD1-driven NF-kB reporter – cell-based, luminescence, uHTS, primary screen (AID 1578); 290,000 compounds, 1% hits; NOD1-driven NF-kB luciferase reporter cells, luminescence; higher % means a stronger effect; inhibition, % at 4 µM; hits with a dose series show EC50 in µM; in the data active = inhibition mostly above about 36%, no sharp cut-off; inactive = mostly below about 34%;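 also: HEK-293T reporter cells stimulated with the NOD1 agonist gamma-tri-DAP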
GPR35 antagonists: inhibition of zaprinast-stimulated GPR35 beta-arrestin translocation – imaging, U2OS, beta-arrestin-GFP, zaprinast agonist, primary screen (AID 2058). U2OS GPR35 beta-arrestin-GFP translocation imaging, zaprinast antagonism; higher % means a stronger effect. one-dose inhibition, % at 10 µM; IC50 in µM for titrated hits. 290,000 compounds, 0.052% hits;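 active = inhibition of at least 50% with at least 30 cells and total cytoplasm GFP at most 10,000,000; inconclusive = under 30 cells or total GFP of 10,000,000 plus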
AID2073: disruptors of CaV2.2 binding to Mint1 – biochemical, HTRF (AID 2073); HTRF protein-protein interaction, Mint1-CaV2.2; higher % means a stronger effect; inhibition, % at 20 µM; hits with a dose series show IC50 in µM; 290,000 compounds, 0.19% hits; in the data active = inhibition mostly above about 51%, no sharp cut-off; inconclusive = no clear call, values can overlap the other calls; inactive = mostly below about 53%; also: some results filed as inactive read as strong as hits
KOR beta-arrestin-2: kappa opioid receptor activators – cell-based, luminescence, uHTS, primary screen (AID 1777); 280,000 compounds, 0.02% hits; KOR beta-arrestin recruitment, luminescence; higher % means a stronger effect; one-dose activation, % at 10 µM; EC50 in µM for titrated hits; in the data active = activation above about 50%, passing the limit was not always enough; also: a part of the inactive calls stands beside numbers as strong as those of hits
GPR55 beta-arrestin: GPR55 agonists via beta-arrestin recruitment, primary screen, imaging, U2OS cells, beta-arrestin-GFP redistribution (AID 1961) | U2OS GPR55 beta-arrestin-GFP redistribution imaging; higher % means a stronger effect | one-dose activation, % at 10 µM; EC50 in µM for titrated hits | 290,000 compounds, 0.048% hits;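 active = activation above 40% with more than 50 cells counted in the well; inconclusive = wells holding fewer than 50 cells, flagged as toxic or sparse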;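 also: U2OS osteosarcoma cells stably expressing GPR55 and beta-arrestin-GFP; plate controls were DMSO negative control for no effect and LPI positive control for full effect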
GPR55 LPI antagonism: inhibition of LPI-stimulated GPR55 beta-arrestin translocation – imaging, U2OS, beta-arrestin-GFP, LPI agonist, primary screen (AID 2013). U2OS GPR55 beta-arrestin-GFP translocation imaging, LPI antagonism; higher % means a stronger effect. one-dose inhibition, % at 10 µM; IC50 in µM for titrated hits. 290,000 compounds, 0.13% hits;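 active = spots per cell inhibited over 60%, with over 100 cells counted and total cytoplasm intensity under 500,000; inconclusive = wells with under 100 cells, flagged as likely toxic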;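 also: U2OS cells stably carrying GPR55 and arrestin-GFP stimulated by 5 µM LPI near EC80; imaged beta-arrestin-GFP aggregate spots per cell after agonist stimulation; plate controls were LPI-stimulated DMSO wells for no effect and DMSO wells without LPI for full effect; some results filed as inactive read as strong as hits; confirmed hits need IC50 under 10 µM and bright autofluorescent wells are also inconclusive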
* hit, by the source's call; ? = inconclusive; . = not tested or not shown; [ ] = another dose, or the depositor's remark. The list is partial, so the mix of outcomes need not match the whole.

Start of the listing, in advance:
SMILES	KOR beta-arrestin-1	SIAH1 antagonists	HIV peptide binding	NOD1 inhibition	GPR35 antagonists	AID2073	KOR beta-arrestin-2	GPR55 beta-arrestin	GPR55 LPI antagonism
Cc1ccsc1/C=N/NC(=O)Nc1ccccc1	-54%	-4%	0.0%	-63%	-20%	?	6.7%	0.0%	-2%
CN(C)CCN(C(=O)c1ccc2ccccc2c1)c1nc2c(F)cccc2s1	-14%	-2%	-0.9%	-41%	-2%	3%	-3.5%	-0.2%	-8%
O=C(c1ccccc1)c1ccc(C(=O)N2CCN(c3ccccc3)CC2)cc1	13%	-3%	-1.6%	-21%	7%	7%	-1.3%	0.2%	7%
CCCOC(=O)CSC1=C(C#N)C(c2ccccc2OCC)C(C#N)C(=O)N1 (configuration not stated)	-5%	4%	-0.7%	13%	12%	6%	5.2%	0.3%	-14%

Main list, previewed entries included:
SMILES	KOR beta-arrestin-1	SIAH1 antagonists	HIV peptide binding	NOD1 inhibition	GPR35 antagonists	AID2073	KOR beta-arrestin-2	GPR55 beta-arrestin	GPR55 LPI antagonism
Cc1ccsc1/C=N/NC(=O)Nc1ccccc1	-54%	-4%	0.0%	-63%	-20%	?	6.7%	0.0%	-2%
CN(C)CCN(C(=O)c1ccc2ccccc2c1)c1nc2c(F)cccc2s1	-14%	-2%	-0.9%	-41%	-2%	3%	-3.5%	-0.2%	-8%
O=C(c1ccccc1)c1ccc(C(=O)N2CCN(c3ccccc3)CC2)cc1	13%	-3%	-1.6%	-21%	7%	7%	-1.3%	0.2%	7%
CCCOC(=O)CSC1=C(C#N)C(c2ccccc2OCC)C(C#N)C(=O)N1 (configuration not stated)	-5%	4%	-0.7%	13%	12%	6%	5.2%	0.3%	-14%
O=c1cc(-c2ccccc2)[nH]n2cnnc12	-6%	-1%	0.8%	-11%	5%	24%	2.1%	-0.1%	5%
Cc1c2c(nc3c(C(=O)NC4CCCC4)cnn13)CCCC2	6%	6%	-2.5%	16%	-6%	22%	2.4%	0.2%	-3%
COc1cc(C2Nc3ccc4ncccc4c3C3=C2C(=O)CCC3)cc(OC)c1O (configuration not stated)	34%	7%	15%	-25%	8%	-30%	-3.1%	-0.1%	-11%
CCc1ccc2nc(SCC(=O)NCC3CCCO3)c(C#N)cc2c1 (configuration not stated)	1%[20 µM]	2%	0.6%	-36%	-8%	22%	.	0.4%	-7%
COc1cc(Cl)ccc1OCc1cc(C(=O)NCCCN2CCCC2=O)no1	10%	2%	-0.5%	-37%	-17%	-11%	13%	-0.2%	-2%
COc1ccccc1NC(=O)CC1Nc2ccccc2NC1=O (configuration not stated)	-24%	-5%	1.1%	-12%	3%	14%	-1.4%	0.2%	4%
CCC(c1nnc(SCC(=O)Nc2cccnc2Cl)n1-c1ccccc1)N(C)C (configuration not stated)	-44%[20 µM]	-2%	-1.6%	2%	-12%	-8%	0.0%	-0.1%	0%
O=C(c1cccs1)N1CCN(Cc2ccncc2)CC1	-32%	7%	1.0%	-7%	0%	-6%	2.3%	-1.0%	1%
CCCCn1c(SCC(=O)NCc2ccco2)nc2ccccc2c1=O	-6%	0%	3.0%	-18%	4%	-5%	-7.3%	-0.1%	-6%
CC(C)CNC(=S)Nc1ccc(Oc2ccccc2)cc1	9%	-1%	0.2%	-3%	-8%	-9%	-2.0%	-0.2%	0%
O=C(NNC(=O)C1CC=CCC1C(=O)O)c1cccs1 (configuration not stated)	31%	8%	0.1%	-2%	-14%	4%	-7.7%	-0.4%	-11%
CC(C(=O)N1CCOCC1)N1C(=O)c2ccccc2C1=O (configuration not stated)	-34%	-2%	-0.5%	-4%	0%	-4%	4.6%	-0.1%	2%
Cc1cc(=O)[nH]c(SCC(=O)Nc2nc(-c3ccccc3)c(-c3ccccc3)o2)n1	-19%	-4%	-4.0%	14%	0%	-8%	3.4%	0.2%	14%
CC1(C)Cc2ccccc2C(N/N=C/c2ccc(Cl)cc2)=N1	18%	12%	1.1%	-17%	13%	-3%	-0.7%	0.6%	10%
CCOC(=O)C1(Cc2cccc(OC)c2)CCN(CC2CC=CCC2)CC1 (configuration not stated)	41%[20 µM]	0%	0.1%	-27%	16%	2%	-6.5%	-0.1%	14%
Cc1ccccc1-n1ncc2c1CC(C)(C)CC2NC(=O)C1CCC1 (configuration not stated)	-19%	1%	2.8%	2%	6%	8%	0.9%	-0.1%	15%
Cc1cc(C)c2c(N)c(C(=O)Nc3ncc(C)s3)sc2n1	30%	1%	3.1%	92%*	4%	-7%	1.5%	-0.1%	7%
Cc1cc(/C=C2/SC(=O)N(CC(=O)N3CCOCC3)C2=O)c(C)n1-c1ccccc1F	-7%	3%	-1.5%	-24%	10%	-10%	3.7%	-0.3%	-1%
Cc1ccc(C2CC(C(F)(F)F)n3nc(C(=O)Nc4c(C)n(C)n(-c5ccccc5)c4=O)cc3N2)cc1 (configuration not stated)	3%	-1%	1.8%	-41%	-13%	6%	7.5%	0.0%	16%
COc1cc(S(=O)(=O)Nc2ncn[nH]2)ccc1Cl	-38%	10%	0.7%	-15%	-12%	-6%	0.7%	0.0%	-2%
CC1=C(C(=O)N2CCCC(CCC(=O)NCc3ccccc3F)C2)OCCO1 (configuration not stated)	-38%[20 µM]	-3%	1.0%	-33%	1%	-7%	-1.4%	-0.1%	11%

Next part
SMILES	KOR beta-arrestin-1	SIAH1 antagonists	HIV peptide binding	NOD1 inhibition	GPR35 antagonists	AID2073	KOR beta-arrestin-2	GPR55 beta-arrestin	GPR55 LPI antagonism
CCOC(=O)C(N)CSC1CC(=O)N(c2ccc(OCC)cc2)C1=O (configuration not stated)	-52%[20 µM]	4%	3.1%	1%	-10%	20%	0.6%	0.2%	-8%
COc1ccc(N(C)S(=O)(=O)c2cccc(C(=O)NC3CCCC3)c2)cc1	-26%	-5%	-0.9%	-9%	-1%	-4%	1.9%	-0.5%	4%
C=CCNc1ncnc2ccc(Br)cc12	33%	-5%	4.8%	.	-6%	2%	15%	-0.3%	0%
COc1cc2nc(C3CC3)n(NC(=O)c3ccc(F)cc3)c(=O)c2cc1OC	-30%	-6%	0.1%	4%	-2%	5%	5.4%	-0.2%	-11%
Cc1[nH]c2ccccc2c1CCCO	21%	3%	1.1%	-6%	18%	14%	0.5%	0.7%	7%
O=S(=O)(Cc1ccccc1)c1cnc2ccccc2n1	-21%	0%	-1.5%	27%	0%	4%	-0.4%	-0.2%	2%
O=C(NCCN1CCN(Cc2ccccc2)CC1)c1cc2c(=O)[nH]c3ccccc3c2s1	-41%	-1%	0.7%	-4%	-4%	4%	1.5%	0.2%	16%
O=c1c(Cc2ccc(F)cc2)c(O)ccn1Cc1ccco1	-17%	4%	0.2%	-54%	-19%	-11%	2.7%	-0.1%	5%
C=CCOc1cccc(CNn2nnnc2N)c1	-8%[20 µM]	-2%	-0.1%	-2%	5%	-7%	-6.5%	-0.1%	2%
Cn1c(=O)c2[nH]c(SCc3ccccn3)nc2n(C)c1=S	18%	-3%	0.1%	16%	18%	8%	2.1%	0.0%	-2%
COc1ccc(-c2cc(C(=O)OCC(=O)NC(C)C)c3ccccc3n2)cc1	3%	4%	1.8%	-49%	-8%	14%	4.6%	-0.2%	-7%
CNC(=S)N/N=C/c1c(Cl)cccc1Cl	6%	9%	1.4%	-33%	-5%	-11%	-3.3%	0.5%	5%
C=CCNC(=S)N/N=C/c1ccc(C(F)(F)F)cc1	-62%	-3%	-1.1%	53%*	-2%	-7%	2.8%	0.6%	2%
O=C(CCCCCNC(=O)N1CCn2c1nc1ccccc12)N[C@H](Cc1ccccc1)C(=O)O	.	2%	2.4%	-4%	2%	2%	.	-0.2%	0%
CC(C)c1cc(CN2CCOCC2)cc(C(C)C)c1O	10%	-3%	-2.2%	0%	9%	-11%	5.9%	-0.3%	11%
CCc1cc(=O)oc2cc3oc(C)c(C)c3cc12	14%	-4%	-2.6%	0%	7%	8%	-0.9%	0.3%	-18%
COc1ccc2cc(C(=O)C3CCCN(C(=O)c4cc(=O)n(C)c(=O)n4C)C3)ccc2c1 (configuration not stated)	-23%	2%	-0.7%	-21%	6%	22%	-4.0%	0.6%	9%
Cc1cccc(C(=O)NCCNC(=O)c2ccccn2)c1	-41%	-2%	-0.2%	39%	-7%	4%	5.4%	0.6%	2%
Cc1cc2ccccn2c1C(=O)c1cccc([N+](=O)[O-])c1	9%	2%	-1.0%	-6%	-6%	1%	-4.1%	-0.5%	6%
COc1cccc(CC2(CO)CCN(Cc3cnc(-c4cccc(C)c4)nc3)CC2)c1	-8%[20 µM]	3%	-1.5%	21%	9%	-6%	-3.0%	0.2%	8%
CC1(C)CC(=O)C2=C(C1)Nc1ccccc1NC2c1ccc(F)c(F)c1 (configuration not stated)	-9%[20 µM]	1%	-0.4%	-1%	9%	14%	8.9%	-0.1%	12%
COc1ccc(CC(=O)Nc2nc3ccc(F)cc3s2)cc1S(=O)(=O)N1CCOCC1	-20%	3%	-0.8%	-14%	-24%	1%	-2.6%	-0.3%	-9%
COc1ccc2c(c1OC)C(=O)c1ccccc1C2=O	-32%	0%	0.8%	-37%	-12%	13%	-6.6%	0.2%	9%
O=C(CCS(=O)(=O)Cc1ccccc1)Nc1nnc(C(F)(F)F)s1	4%	-1%	1.8%	-23%	0%	-1%	-3.3%	1.5%	83%
COc1ccc(NC(=S)N(CCCN2CCOCC2)C(C)c2cc3cccc(OC)c3o2)cc1 (configuration not stated)	24%	-7%	-3.6%	-8%	18%	-19%	-4.9%	-0.3%	1%
COc1cccc(NC(=O)Cn2nnc(C(=O)Nc3cc(Cl)ccc3OC)c2N)c1	-27%	1%	1.3%	-82%	10%	60%	0.4%	0.4%	13%
Cc1onc(-c2ccccc2)c1C(=O)N1CCN(Cc2ccc3c(c2)OCO3)CC1	-13%[20 µM]	6%	1.0%	-42%	13%	8%	.	-0.1%	9%
COc1ccc(NC2CCCN(C(=O)c3cccnc3)C2)cc1 (configuration not stated)	-50%	-2%	-0.2%	19%	8%	-28%	7.6%	-0.1%	-11%

3 compounds out of the list above, ordered by their value in AID2073, falling:
SMILES | KOR beta-arrestin-1 | SIAH1 antagonists | HIV peptide binding | NOD1 inhibition | GPR35 antagonists | AID2073 | KOR beta-arrestin-2
CCOC(=O)C(N)CSC1CC(=O)N(c2ccc(OCC)cc2)C1=O (configuration not stated) | -52%[20 µM] | 4% | 3.1% | 1% | -10% | 20% | 0.6%
O=C(CCCCCNC(=O)N1CCn2c1nc1ccccc12)N[C@H](Cc1ccccc1)C(=O)O | . | 2% | 2.4% | -4% | 2% | 2% | .
C=CCNC(=S)N/N=C/c1ccc(C(F)(F)F)cc1 | -62% | -3% | -1.1% | 53%* | -2% | -7% | 2.8%
